FBPA coupling cs – inhibits coupling enzyme system, counter-screen for aldolase hits. coupling enzyme system counterscreen, AmpLite Red fluorescence. activity change, negative = inhibition, % at 58.2 µM, hits read low. 290,000 compounds, 0.67% hits. AID 2472; in the data active = activity change below about -30%; note: % is set by controls: 0 for no effect and ±100 for the full control effect
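Final compound at 57.5 uM, incubated 10 min at RT with coupling enzyme reagent (glyceraldehyde-3-phosphate), then 20 min with substrate and AmpLite Red detection. Fluorescence read at 525/598 nm; tests interference with the coupling assay, not aldolase inhibition.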
AT treatment – candidate therapy for ataxia-telangiectasia. 320,000 compounds, 0.19% hits. AID 485349. Potency, µM (top dose mostly 57.5 µM), inactives show top-dose activation, usual class: activators. […] A-T fibroblasts, KAP-1 phosphorylation AlphaLISA; neocarzinostatin DNA damage 30 min before lysis; note: potency is the fitted concentration of half-maximal effect; % of control where 0% means no effect; nearly all actives have a fitted effect of over 45% in size
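ATM-like activity read as KAP-1 phosphorylation via AlphaLISA donor/acceptor antibody pairs after lysis and 6 hr at 25C. Cells were ATM-null patient fibroblasts ([…], hTERT), dosed 60 min, then exposed to the DSB inducer NCS for 30 min.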
ASM inhibitor – blocks human secretory acid sphingomyelinase | 340,000 compounds, 0.006% hits | AID 504937 | P17405 | Potency, µM (doses to about 57.5 µM), inactives show top-dose activity change, negative = inhibition, most hits filed as inhibitors | placental ASM, HMU-PC fluorogenic substrate, 60 min; note: potency is the fitted concentration of half-maximal effect
Target sequence (P17405 47-631 limits assumed): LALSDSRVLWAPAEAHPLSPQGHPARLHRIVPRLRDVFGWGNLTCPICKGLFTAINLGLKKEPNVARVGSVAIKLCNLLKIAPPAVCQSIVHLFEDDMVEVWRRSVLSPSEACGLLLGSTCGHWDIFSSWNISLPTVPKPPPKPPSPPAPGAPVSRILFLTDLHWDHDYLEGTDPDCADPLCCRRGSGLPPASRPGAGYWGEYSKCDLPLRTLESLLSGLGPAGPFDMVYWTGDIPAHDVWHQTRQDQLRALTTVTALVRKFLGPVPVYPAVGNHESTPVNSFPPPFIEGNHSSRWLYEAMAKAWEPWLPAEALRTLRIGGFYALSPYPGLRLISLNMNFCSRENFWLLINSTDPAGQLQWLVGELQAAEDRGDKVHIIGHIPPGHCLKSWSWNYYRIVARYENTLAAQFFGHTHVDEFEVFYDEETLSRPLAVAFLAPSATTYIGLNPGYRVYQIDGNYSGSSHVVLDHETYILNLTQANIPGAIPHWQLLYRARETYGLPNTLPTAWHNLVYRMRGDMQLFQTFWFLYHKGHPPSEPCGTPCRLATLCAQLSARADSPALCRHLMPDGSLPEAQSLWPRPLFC
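Human placenta-derived ASM preincubated with compound 10 min at room temperature, then reacted with 9 uM (final) fluorogenic HMU-PC substrate for 60 min at 37 C. Stop solution raises pH to 10; fluorescence read at Ex 386/Em 447 nm.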
MBNL1 CUG block – MBNL1-poly(CUG) RNA binding inhibition; Q9NR56; TR-FRET MBNL1-His/biotin-(CUG)12 binding, 665/545 ratio; Potency, µM (top dose mostly 57.5 µM), for the others: top-dose activity change, negative = inhibition, actives largely listed as inhibitors; 280,000 compounds, 0.036% hits; AID 2675; active = well fitted inhibition curve with a large enough effect in the signal ratio, with a control signal flat, not every such curve was filed as active; inconclusive = small, poorly fitted or top-dose-only effect, or effect the other way, or a change in a side signal; inactive = no such curve, though single readings can be large or run the other way; the % refers to the signal ratio; note: potency is the fitted concentration of half-maximal effect; % is set by controls: 0 for no effect and ±100 for the full control effect
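TR-FRET readout: Ex 340 nm, 665/545 nm emission ratio, normalized to buffer-only (basal) and MBNL1-(CUG)12 controls. Complex of MBNL1-His with Biotin-(CUG)12, compounds 92 nM–58 uM, incubated 60 min at room temperature.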
a7 integrin act – activators of alpha7 integrin expression for muscular dystrophy. alpha7betagal myoblasts, beta-gal FDG fluorescence, 48 h. Potency, µM (doses to about 38.3 µM), inactives show at the top dose activation, actives largely listed as activators. 350,000 compounds, 0.064% hits. AID 624291;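 note: potency is the fitted concentration of half-maximal effect; 100% = response of the positive control SU9516; nearly all actives have a fitted effect of over 60% in size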
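Alpha7betagal+/- myoblasts (passage 13) were plated 16-24 hr, then exposed to compounds (1:260 dilution of DMSO stock) for 48 hours at 37C. After MPER lysis, β-galactosidase reporter activity was read as FDG fluorescence (ex 480/em 540) after 30 minutes.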
CXXC DNA block – MLL CXXC-DNA interaction inhibition | 290,000 compounds, 0.037% hits | Potency, µM (doses to about 115 µM), inactives show at the top dose activity change, negative = inhibition, usual class: inhibitors | AID 2662 | MLL-CXXC / FITC-HOXA9 DNA fluorescence polarization; active = well fitted inhibition curve with a large enough effect in the polarisation, with a control signal flat, not every such curve was filed as active; inconclusive = small, poorly fitted or top-dose-only effect, or effect the other way, or a change in a side signal; inactive = no such curve, though single readings can be large or run the other way; the % refers to the polarisation; note: potency is the fitted concentration of half-maximal effect
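Steps: dispense CXXC domain solution (7 uM) → pin compounds or unlabeled HOX-A9 DNA control → 5 min ambient → add FLSN-HOX-A9 solution (50 nM) → spin → 30 min ambient → fluorescence polarization. Tris pH 7.5/NaCl/DTT/BSA buffer.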
TRPV1 ag – activates the human vanilloid receptor TRPV1; TRPV1-expressing cells, Fluo-8 calcium influx, agonist mode; activation, % at 8.33 µM; 320,000 compounds, 0.19% hits; in the data active = activation above about 80%; inconclusive = between about 30% and that limit; note: 0% is about no effect
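TRPV1-expressing cells were cultured overnight at 35.5C and loaded with Fluo-8 calcium dye for 40 to 90 min at room temperature. After a 10 s baseline, compound was added and calcium influx was read kinetically for 3 min (ex 480/em 520 nm).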
KCNH2 3.1 inh – blocks the human KCNH2 3.1 channel isoform; 340,000 compounds, 0.95% hits; U2OS KCNH2 3.1, thallium flux FluxOr; stronger effect = lower value; activity change, % (tested at about 1.8 µM);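 active = maximum activity change below -70%; inconclusive = maximum activity change from -70% to -50%; inactive = maximum activity change above -50%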;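 note: thallium influx rate constant from kinetic fluorescence after stimulation buffer; % is set by controls: 0 for no effect and ±100 for the full control effect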
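U2OS cells transduced with KCNH2 3.1 mutant virus (1.77 x 10^8 /mL, 4 h), plated overnight at 37 C, loaded 45 min with FluxOr dye plus Red40 quencher. Thallium flux rate constant from kinetic reads after stimulation buffer, normalised to controls.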
GALK inh – blocks human galactokinase activity; Purified GALK, Kinase-Glo residual ATP luminescence; Potency, µM (highest dose often 57.5 µM), inactives show at the highest dose activity change, negative = inhibition, usual class: inhibitors; 270,000 compounds, 0.007% hits; AID 1868; note: potency is the fitted concentration of half-maximal effect; % is set by controls: 0 for no effect and ±100 for the full control effect
Target sequence (P51570 whole entry, looked up): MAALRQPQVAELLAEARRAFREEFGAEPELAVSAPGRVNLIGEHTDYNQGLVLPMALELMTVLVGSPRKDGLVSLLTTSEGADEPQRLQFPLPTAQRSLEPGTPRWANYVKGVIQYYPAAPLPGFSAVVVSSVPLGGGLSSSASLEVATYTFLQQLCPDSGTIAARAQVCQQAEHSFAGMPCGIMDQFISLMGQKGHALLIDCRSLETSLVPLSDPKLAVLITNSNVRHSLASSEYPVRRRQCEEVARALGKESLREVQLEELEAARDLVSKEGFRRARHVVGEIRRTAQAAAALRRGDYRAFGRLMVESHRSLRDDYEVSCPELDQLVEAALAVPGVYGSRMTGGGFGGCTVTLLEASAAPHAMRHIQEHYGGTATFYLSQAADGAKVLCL
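Kinase-Glo Plus luminescence measured ATP left after a 1 h room-temperature reaction. The reaction used 5 nM GALK, 100 uM galactose and 35 uM ATP at pH 8.0 (20 mM HEPES, 5 mM MgCl2, 60 mM NaCl, 1 mM DTT, 0.01% BSA).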
KCNH2 WT inh – KCNH2 (human, wildtype) channel inhibition; U2OS, BacMam KCNH2, thallium flux FluxOr; stronger effect = lower value; activity change, % at 1.84 µM; 340,000 compounds, 0.37% hits; Q12809;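 active = maximum activity change below -70%; inconclusive = maximum activity change between -70% and -50%; inactive = maximum activity change above -50%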; note: % is set by controls: 0 for no effect and ±100 for the full control effect
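U2OS cells transduced with wild-type KCNH2 virus are loaded with FluxOr dye for 45 min, and thallium flux is measured in kinetic reads before and after stimulation buffer. Rate constants are normalized to DMSO controls.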
The depositor's hits bear a star; ? = inconclusive; nt = not tested or not shown; [ ] = another dose, or the depositor's remark. Unless noted, calls come from the whole dose curve; as a rule, active = well fitted curve in the direction sought with a large enough effect; inconclusive = small, poorly fitted or top-dose-only effect, or another doubt; inactive = no such curve, though single readings can be large; an effect the other way counts as inactive or inconclusive.

SMILES	FBPA coupling cs	AT treatment	ASM inhibitor	MBNL1 CUG block	a7 integrin act	CXXC DNA block	TRPV1 ag	KCNH2 3.1 inh	GALK inh	KCNH2 WT inh
COc1cccc(C2=NOC(C(=O)Nc3ccccc3SC)C2)c1 (stereo not drawn)	-2	5%	0%	4%	-4%	-2%	17	14	-2%	2
COc1ccc(OC)c(CCNC(=O)c2nn(C)c3c2CS(=O)(=O)c2ccccc2-3)c1	nt	2%	2%	0%	-33%	0%	0	22	-2%	4
O=C1c2ccc(Oc3ccc4c(c3)C(=O)N(CCCO)C4=O)cc2C(=O)N1CCCO	0	15%	1%	?	-3%	0%	3	-14	0%	7
CCOc1ccc(C(=O)OCn2nnc3ccccc3c2=O)cc1OC	1	9%	-1%	1%	-28%	9%	2	13	5%	-6
O=C(C1=C[C@@H](C2CC2)C[C@@H](OCc2ccc(CO)cc2)O1)N1CCN(Cc2ccc3c(c2)OCO3)CC1	2	-4%	1%	-13%	12%	-2%	?	-2	0%	3
O=C(CCC(=O)NNC(=O)Nc1cccc(Cl)c1)NCc1ccccc1	-6	5%	-3%	-4%	20%	16%	-4	8	13%	6
CCOC(=O)c1cnc(SCc2nc(N)nc(Nc3ccc(F)cc3)n2)nc1N	1	6%	0%	-4%	-9%[7.66 µM]	25%	0	-18	2%	15
Cc1nc2ccccn2c1P(=O)(N1CCCCC1)N1CCCCC1	-2	-2%	7%	2%	28%	11%	20	-1	0%	6
Cc1ccnc(NC(=O)CS(=O)(=O)c2ccccc2)c1	1	13%	3%	-4%	-30%	9%	-1	-20	6%	-5
COc1ccc(Cl)cc1S(=O)(=O)N1CCCC(C(=O)NCc2ccccc2)C1 (stereo not drawn)	3	6%	-1%	-1%	?	1%	9	-5	4%	0
CN1CCN(c2ccccc2NC(=O)c2sc3ccccc3c2Cl)CC1	-5	-1%	-1%	-5%	7%	17%	11	-26	-2%	-1
CCNC(=O)NC(=O)C(C)OC(=O)C1CCN(S(=O)(=O)c2ccc(C)c(C)c2)CC1 (stereo not drawn)	3	-5%	5%	nt	12%	-3%	-2	-13	1%	0
Nc1nc(SCc2ccccc2)c2ncn(C3OC(CO)C(O)C3O)c2n1 (stereo not drawn)	nt	nt	1%	nt	15%	nt	nt	-17	nt	-4
CN(C)S(=O)(=O)c1cccc(NC(=O)COC(=O)c2cccc(S(=O)(=O)N3CCc4ccccc4C3)c2)c1	1	6%	-2%	nt	-19%	3%	2	-10	0%	4
CCOC(=O)c1ccc(NC(=O)c2nc[nH]c2C(=O)N[C@@H](CC(C)C)C(=O)OC(C)(C)C)cc1	-13	?	-14%	-2%	11%	-5%	8	19	0%	-13
O=C(NCc1ccc(Cl)cc1)c1cc(-c2ccco2)on1	4	0%	0%	-12%	7%	17%	0	-3	1%	-4
O=C(Nc1ccc(F)cc1)c1ccc2nc[nH]c2c1	-4	2%	-9%	6%	14%	1%	1	6	-2%	4
CCOC(=O)C1=C(C)N(C)C(C)=C(C(=O)OCC)C1c1cccnc1	4	12%	1%	6%	9%	-5%	5	-8	2%	-2
CC(C)c1ccc(NC(=O)N2CCOCC2)cc1	0	1%	6%	5%	17%	5%	95*	-5	7%	4
COc1ccc(-c2nnc(-c3ccc4ccccc4c3)o2)cc1	nt	nt	-1%	nt	14%	nt	nt	-4	nt	-2
CCOc1cc(C(C(=O)NCC2CCCO2)N(C(=O)Cn2nnc3ccccc32)c2ccc(NC(C)=O)cc2)ccc1O (stereo not drawn)	-1	1%	0%	-4%	-23%	-5%	-4	-14	5%	11
Cc1ccc(Cn2ccc(NC(=O)c3cc(-c4cccc(Cl)c4)on3)n2)cc1	3	nt	-2%	9%	-3%	0%	2	-6	0%	1
CCn1cc(/C=N\NC(=O)Cc2ccc([N+](=O)[O-])cc2)c(C)n1	2	16%	7%	?	9%	1%	-4	5	2%	4
O=C1c2cccc(Cl)c2C(=O)c2c1cccc2N1CCCC1	nt	nt	-17%	nt	1%	nt	nt	-11	nt	-2
COc1ccc(Cl)cc1NS(=O)(=O)c1cccc(C(=O)NCCCN2CCCC2=O)c1	1	2%	-5%	3%	29%	11%	0	19	0%	2
Cc1cc(Cl)ccc1NC(=O)CN1CCCC1	-1	8%	-2%	-3%	6%	3%	0	-12	-1%	-2
CCCNC(=O)CSc1nnc(C)s1	3	nt	3%	-25%	-4%	8%	4	-13	3%	18
CN1C(=O)C(C)(C)c2cc(S(=O)(=O)NCc3ccc(C(=O)NCc4ccco4)cc3)ccc21	-1	-3%	1%	-7%	-12%	2%	3	-2	nt	17
CCCN(CC(=O)Nc1ccc(Cl)cc1Cl)C(=O)c1ccc(=O)[nH]c1	nt	6%	1%	-2%	-16%	7%	-1	19	-3%	-2
CCOc1ccc2nc(NCCO)[nH]c2c1	0	0%	2%	-1%	12%	0%	0	17	-2%	5
CCc1nnc(NC(=O)CSc2nccn2-c2cccc(C)c2C)s1	-1	10%	-2%	-9%	-28%	-8%	nt	-9	1%	-5
COc1ccc2nnc(-c3ccc(C(F)(F)F)cc3)n2n1	-2	-13%	-2%	8%	-22%	3%	7	-49	0%	-9
Cc1ccccc1-c1noc(-c2ccc(Cl)cc2)n1	0	-5%	-2%	5%	20%	0%	3	-2	-1%	13
Cc1cc(NC(=O)COC(=O)CCC(=O)c2ccc(F)cc2)no1	-5	5%	1%	-13%	12%	-13%	3	-11	6%	2
COc1ccc(CNC(=O)CN2CCN(c3cccc(C)c3C)CC2)cc1	0	14%	-4%	-4%	-3%	9%	80*	2	nt	3
CCN(CC)S(=O)(=O)c1ccc(N2CCOCC2)c(NC(=O)Cc2cccc3ccccc23)c1	0	20%	9%	nt	24%	3%	6	-5	-2%	-6
CC(C)CNC(=S)N1CCN(c2nc3ccccc3s2)CC1	2	-4%	-3%	-3%	3%	4%	?	4	3%	4
COc1cccc(/C=N/n2c(C3CCCCC3)n[nH]c2=S)c1	-1	16%	-8%	1%	?	8%	0	9	-3%	2
O=C(Nc1ccc(Br)cc1)c1ccc(F)c(S(=O)(=O)NCc2cccs2)c1	-1	0%	-19%	2%	-37%	2%	4	-30	-1%	4
CC(=O)c1c(O)ccc2c(-c3ccccc3)cc(=O)oc12	15	-6%	5%	?	17%	12%	?	12	1%	-2
O=C(Nc1cccc2ccccc12)c1ccc(Br)o1	0	-5%	-2%	9%	27%	5%	?	13	-3%	-7
O=C(Nc1ccc(S(=O)(=O)N2CCCCC2)cc1)C1CCN(C(=O)c2ccco2)CC1	0	-3%	-2%	0%	?	-2%	0	-4	1%	3
Cc1ccc(O)c(/C=N/NC(=O)C2=NNC(c3ccccc3)(c3ccccc3)C2)c1	-4	-2%	nt	10%	nt	-6%	?	nt	1%	nt
Cc1ccc(CNC(=O)c2cc(=O)c3cc(C)ccc3o2)cc1	1	9%	4%	-1%	5%	-2%	-6	0	-6%	11
C/C(=C\c1ccccc1)CN1CCN(c2cccc(Cl)c2)CC1	0	4%	-4%	0%	-27%	4%	-7	-1	-3%	9
Cc1noc(NS(=O)(=O)c2ccc(N3C(=O)c4ccccc4C3=O)cc2)c1C	14	-2%	1%	18%	15%	-7%	-3	3	0%	-1
COc1cc(NCCCC(C)N)c2ncccc2c1 (stereo not drawn)	-58*	8%	14%	?	-49%[inhibitor]	3%	-2	-2	0%	0
O=C(NCC(O)CO)c1csc(Nc2cccc3ccccc23)n1 (stereo not drawn)	-3	-5%	-3%	27%	12%	-10%	11	18	-1%	19
O=C(N/N=C/c1cn(-c2ccccc2)nc1-c1cccnc1)c1ccc(F)cc1	5	-3%	-13%	-6%	-21%	6%	?	-26	4%	32
CN(CC(=O)N1CCc2ccccc2C1)S(=O)(=O)c1ccc2c(c1)c(=O)n(C)c(=O)n2C	1	5%	0%	-14%	28%	-8%	-1	-1	-4%	2
CN(Cc1nc(-c2cnccn2)no1)C1CC(C)(C)NC(C)(C)C1	8	-3%	1%	4%	-7%	-6%	-4	15	7%	6
CNc1cc([N+](=O)[O-])ccc1N/C=C/C(=O)c1cccs1	-1	-7%	-18%	?	3%	-1%	0	nt	0%	0
O=C(COC(=O)C1CC(O)CN1S(=O)(=O)c1ccc(Cl)cc1)c1ccccc1Cl (stereo not drawn)	-1	18%	-1%	-9%	25%	-1%	2	8	-1%	-3
O=C(O)c1c(NC(=O)N2CCOCC2)sc2c1CCCC2	-7	-11%	-1%	-3%	25%	30%[activator]	?	-11	-3%	-1
